SF-1 act – activates the human nuclear receptor SF-1 | CHO-K1 Gal4-SF-1 LBD luciferase reporter; % increase over DMSO SF-1-specific signal | activation, % at 10 µM | 65,000 compounds, 1.9% hits | AID 522;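 active = activation above the mean activation of all tested compounds plus 3 SD, cut at about 50% in these data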
Target sequence (Q13285 whole entry, looked up, the tested form may be a part): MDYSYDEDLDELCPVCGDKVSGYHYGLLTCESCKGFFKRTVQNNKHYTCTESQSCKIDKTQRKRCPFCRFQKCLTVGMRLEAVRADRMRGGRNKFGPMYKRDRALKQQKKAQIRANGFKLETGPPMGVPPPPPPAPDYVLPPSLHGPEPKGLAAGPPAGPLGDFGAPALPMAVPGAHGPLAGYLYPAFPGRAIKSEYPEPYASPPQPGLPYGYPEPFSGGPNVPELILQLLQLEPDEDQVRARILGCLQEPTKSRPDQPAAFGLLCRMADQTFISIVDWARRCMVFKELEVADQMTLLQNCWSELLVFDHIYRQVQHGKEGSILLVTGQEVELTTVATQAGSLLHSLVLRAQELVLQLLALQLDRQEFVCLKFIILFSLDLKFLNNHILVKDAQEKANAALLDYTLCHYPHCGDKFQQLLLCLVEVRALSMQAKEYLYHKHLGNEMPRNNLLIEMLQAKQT
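Assay system – CHO-K1 cells with Gal4–hSF-1 LBD chimera plus Gal4-driven luciferase · Quantity – 4,000 cells per well · Times – compound added 1 h post-seeding, 20 h exposure at 37 °C, 5% CO2 · Measured by – luciferase light emission · Benchmarks – DMSO and mock-transfected background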
NADH coupling – blocks coupling enzymes of NAD/NADH assays. coupled PK/LDH NADH assays, four targets. AID 774. 65,000 compounds, 0.02% hits. IC50, µM (series often up to 10 µM), without a hit: top-dose inhibition;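 active = single-dose screening hits from any of four coupled enzyme assays that gave an IC50 when retested across doses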;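 note: the DPM-DC format reads NADH fluorescence rather than 340 nm absorbance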
5HT1a ag – agonists of human 5-HT1a serotonin receptor. CHO 5-HT1a Ga15 NFAT-bla reporter, FRET ratio; 0% basal, 100% maximal reference agonist. activation, % at 10 µM. P08908. 65,000 compounds, 0.56% hits;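 active = activation above the screen-wide mean activation plus 3 SD, cut at about 19% in these data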;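 note: 0% = DMSO wells and 100% = 5-CT at EC100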
Target sequence (P08908 whole entry, looked up): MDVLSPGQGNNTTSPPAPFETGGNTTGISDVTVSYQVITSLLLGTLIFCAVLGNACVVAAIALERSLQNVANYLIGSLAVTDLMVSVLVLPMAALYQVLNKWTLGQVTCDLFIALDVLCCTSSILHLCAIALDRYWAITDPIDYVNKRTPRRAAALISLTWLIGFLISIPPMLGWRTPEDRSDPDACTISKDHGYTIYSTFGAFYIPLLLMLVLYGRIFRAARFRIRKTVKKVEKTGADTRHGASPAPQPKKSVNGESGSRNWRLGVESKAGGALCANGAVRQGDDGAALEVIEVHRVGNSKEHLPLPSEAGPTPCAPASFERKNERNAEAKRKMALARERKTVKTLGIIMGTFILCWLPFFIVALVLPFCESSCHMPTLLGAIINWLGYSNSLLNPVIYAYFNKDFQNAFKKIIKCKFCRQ
Abs 340nm – compound absorbs light at 340 nm; compound absorbance at 340 nm, fold over control; fold change at 10 µM; 65,000 tested, under 10 active;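 active = at 10 µM dose, initial 340 nm absorbance at least 2 fold that of control wells; inactive = change under 2 fold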;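 note: initial absorbance extrapolated from kinetic A340 decline of NADH oxidation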
MMP-13 inhibitor – inhibitors of human MMP13; P45452; 65,000 compounds, 0.07% hits; AID 570; inhibition, % at 4 µM; MMP-13 fTHP FRET cleavage, Mca fluorescence;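 active = inhibition above the mean of compound-free control plate wells plus 3 SD, cut at about 14% in these data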;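 note: 0% = DMSO wells and 100% = wells with reference MMP-13 inhibitor after basal subtraction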
RORA act – activators of human nuclear receptor RORA. CHO-K1 Gal4-RORA LBD luciferase reporter, luminescence; percent increase over mock-subtracted basal signal. activation, % at 10 µM. 65,000 compounds, 1.5% hits;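 active = activation above the mean of all tested compounds plus 3 SD, cut at about 49% in these data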;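 note: 0% = DMSO-treated RORA cells and 100% = added signal equal to DMSO minus mock-transfected cells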
5HT1a antag – blocks the human serotonin 5-HT1a receptor | P08908 | CHO 5-HT1a Ga15 NFAT-bla reporter, antagonist mode | inhibition, % at 10 µM | 62,000 compounds, 0.68% hits | AID 612;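 active = inhibition above the mean of all tested compounds plus 3 SD, cut at about 43% in these data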;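 note: receptor stimulated by 5-CT agonist at 100 nM near EC80; beta-lactamase reporter measured by ratiometric fluorescence of a cleavable substrate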
TNAP act DEA – activators of human TNAP at intermediate phosphate acceptor; P05186; purified TNAP, CDP-star luminescence, 100 mM DEA, 30 min; hits give high values; scale: 0 levamisole-inhibited, 1 vehicle-only enzyme; activation factor at 20 µM; 64,000 tested, under 10 active;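 active = activation factor of at least 2 at 20 µM, relative to controls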
Fluor 339 460 – intrinsic fluorescence of library compounds, ex339/em460 – biochemical, MLSMR library, data from DPM-DC assay, artefact control, profiling panel. 65,000 compounds, 5.5% hits. AID 709. fluorescence fold increase at 10 µM. compound autofluorescence, ex339/em460 nm, NADH buffer; hits give high values; 1 = no-compound wells, NADH background;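 active = at 10 µM, mean starting fluorescence two-fold or more over control wells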;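 note: signal is the first read of a kinetic run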
An asterisk follows results filed as active; · = no result given; [ ] = dose if it differs, or a comment.

SMILES	SF-1 act	NADH coupling	5HT1a ag	Abs 340nm	MMP-13 inhibitor	RORA act	5HT1a antag	TNAP act DEA	Fluor 339 460
O=C(O)c1cccc(N2C(=O)CSC2c2c(F)cccc2Cl)c1 (configuration not stated)	13	4%	-0.7	0.98	-1	-21	1	0.9	1
Cc1ccc2c(c1)-c1c(cnn1CC(=O)N1CCCN(Cc3ccccc3F)C1)CO2	-11	4%	2.5	1.1	-1	-19	-14	0.4	1.1
COc1cc(C2/C(=C(/O)c3ccc(F)cc3)C(=O)C(=O)N2CCCC(=O)O)ccc1O (configuration not stated)	12	3%	-4.0	1.1	4	17	1	1	1
O=[n+]1c2c(n([O-])c3cc(F)ccc31)CCCC2	12	3%	0.2	1.1	1	24	9	1	1
Cc1ccc(S(=O)(=O)N(C)CC(=O)Nc2nc3ccccc3s2)cc1	36	6%	1.0	1	1	-5	4	0.9	1.1
CCOc1ccc(S(=O)(=O)NCCN2CCOCC2)c2ccccc12	1	2%	-1.4	1	-3	0	-5	0.9	1.1
Cc1cc2oc(=O)cc(CN3CCc4ccccc43)c2cc1Cl	-3	8%	-3.8	1	2	10	24	0.9	1.1
CCN1C(=O)C(O)(CC(=O)c2cc(C)ccc2C)c2ccccc21 (configuration not stated)	-12	6%	1.8	0.97	-3	-6	18	1	1.1
O=C(NCc1ccccn1)C1CCN(S(=O)(=O)c2cccs2)CC1	-10	7%	-0.7	0.98	-3	-11	0	0.9	1
COCC(=O)Nc1cccc(C(F)(F)F)c1	-7	7%	-1.7	1.1	1	5	-4	0.9	1
O=C(CSc1nc2ccccc2c(=O)n1CCC(=O)N1CCCCC1)NCc1ccccc1	0	2%	0.2	1	0	15	0	1	1
C=CCn1c(=S)[nH]c2nc3c(cc2c1=O)CCCC3	35	2%	5.3	1.1	-32	16	·	0.9	1.1
COc1ccc(OC)c(C2CC(=O)N3CN(c4ccc(C)c(Cl)c4)CSC3=C2C#N)c1 (configuration not stated)	12	1%	0.2	1.1	2	-4	9	1	1
Cc1[nH]c2ccccc2c1C(=O)CN1CCCCC1C (configuration not stated)	-14	3%	-2.5	1.1	0	-12	17	0.9	1.2
COc1ccccc1N1CCN(C(=O)C(F)F)CC1	-4	3%	4.6	1	3	6	3	1	1
Cc1cc2ccccc2c(=O)n1CC(=O)NCC(=O)N1CCN(c2ccccc2)CC1	3	5%	-2.6	0.98	-4	-7	0	0.9	1.5
Cc1cc(C(=O)Nc2nc3ccc(S(C)(=O)=O)cc3s2)c(C)o1	50*	3%	-0.2	1.2	-8	89*	1	1	1.1
O=C(c1cccc(C(=O)N2CCN(c3ccccc3F)CC2)c1)N1CCN(c2ccccc2F)CC1	21	9%	1.2	1	1	-4	3	1	1.1
Cc1c(C(=O)NCc2ccco2)oc2ccc(S(=O)(=O)N3CCC4(CC3)OCCO4)cc12	4	4%	0.6	1	-3	4	0	0.6	1.1
CCCCn1c(-c2nonc2NC(=O)c2ccccc2Cl)nc2ccccc21	-12	4%	-2.0	1	2	-33	-3	0.9	1.4
O=C1C2CCCN2C(c2ccccc2)N1c1nccs1 (configuration not stated)	-4	6%	-1.7	1	-3	-23	5	1.2	1.1
O=C(COC(=O)c1ccc(S(=O)(=O)N2CCOCC2)cc1)NC1CCCC1	1	6%	-3.1	1	4	-14	1	0.9	1.1
COC(=O)c1ccccc1S(=O)(=O)N1CCC(c2nc3ccccc3o2)CC1	8	5%	-3.6	0.98	-2	-6	12	0.9	1.1
O=S(=O)(Nc1ncccc1O)c1ccc(Cl)cc1	0	5%	-0.2	1.1	5	-7	8	0.9	1.1
COc1ccc(OC)c(S(=O)(=O)Nc2ccccc2C(=O)O)c1	5	3%	-1.1	1	4	-3	6	0.9	1.1
O=C(c1ccccc1)N1CCN(S(=O)(=O)N2CCCCC2)CC1	3	9%	-0.9	1.1	1	-4	-7	1.1	1.1
N#Cc1nc(-c2ccco2)oc1N1CCN(c2ccccc2)CC1	-14	11%	1.2	1	-2	-12	-18	0.9	1.3
COc1ccc(CCCC(=O)O)c(C)c1	2	1%	-0.2	1.1	6	-8	-8	0.9	1.1
CC1=C(C(N)=O)C(c2ccc(Cl)cc2)NC(=O)N1 (configuration not stated)	7	10%	-1.7	0.96	-9	-15	-10	0.9	0.87
CCCCn1c(SCC(=O)Nc2cc(C)[nH]n2)nc2ccsc2c1=O	-11	6%	-1.0	0.99	5	-2	6	1	1.1
CCOc1ccc(C2C(C(=O)OC)=C(C)N=C3SCCC(=O)N32)cc1OCC (configuration not stated)	-6	9%	0.1	1.1	0	-21	8	1	0.97
COc1cccc(NC(=O)C2CC(=O)OC23CCOC(C)(C)C3)c1 (configuration not stated)	0	4%	-2.9	1	3	16	7	1	1.1
O=C(c1ccc(CS(=O)(=O)c2ccc(Br)cc2)o1)N1CCN(C2CCCCC2)CC1	3	0%	1.9	1	-1	8	-4	0.9	1.1
O=C(OCCN1CCCCC1)c1ccc(O)cc1	3	0%	-0.5	1	-2	-6	8	1	1.1
CCn1c(COc2ccccc2)nnc1SCC(=O)CC(=O)Nc1ccccc1OC	-2	3%	-0.8	1	3	15	16	0.9	1.1
COc1ccc(S(=O)(=O)N2CCN(S(=O)(=O)c3ccc4c(c3)OCCO4)CC2)cc1C	13	3%	2.2	0.97	3	-2	-3	0.9	1
COc1ccc(C(=O)NCCCCCC(=O)O)cc1OC	-14	2%	-2.2	1	-4	-21	·	0.9	0.97
Cc1ccccc1C(=O)Nc1ccc(Br)cn1	82*	8%	-2.2	0.97	3	67*	1	1	1.1
CCOC(=O)CCCCC(=O)c1[nH]c(=O)[nH]c1CSc1nc2ccccc2[nH]1	-3	9%	-3.5	1	0	-11	4	1.3	1.2
COc1ccc(S(=O)(=O)N2CCCC2C(=O)Nc2ccc(O)cc2)cc1 (configuration not stated)	-1	4%	-1.5	1	4	1	-6	0.8	1
CC(C)(C)NC(=O)CN(Cc1cccnc1)C(=O)c1csnn1	-15	8%	-2.2	1	0	-13	14	0.9	1.1
COC(=O)CN1C(=O)C(O)(CC(=O)c2ccc(Cl)cc2)c2ccccc21 (configuration not stated)	6	3%	2.2	0.97	0	-1	1	0.9	1.1
NC(=O)C1CCCNC1 (configuration not stated)	-6	4%	-2.1	0.98	-1	23	9	1	1
O=C1CCc2cc(S(=O)(=O)N3CCC(C(=O)Nc4nccs4)CC3)ccc2N1	8	3%	-2.6	0.99	11	-26	-1	0.8	1
CCOC(=O)c1oc2ccccc2c1CSc1nnnn1-c1ccc(OC)cc1	-12	3%	-2.7	0.99	1	-16	3	0.9	0.95

Three entries picked at random from those above:
SMILES	SF-1 act	NADH coupling	5HT1a ag	Abs 340nm	MMP-13 inhibitor	RORA act	5HT1a antag	TNAP act DEA	Fluor 339 460
Cc1c(C(=O)NCc2ccco2)oc2ccc(S(=O)(=O)N3CCC4(CC3)OCCO4)cc12	4	4%	0.6	1	-3	4	0	0.6	1.1
COc1cccc(NC(=O)C2CC(=O)OC23CCOC(C)(C)C3)c1 (configuration not stated)	0	4%	-2.9	1	3	16	7	1	1.1
COc1ccc(CCCC(=O)O)c(C)c1	2	1%	-0.2	1.1	6	-8	-8	0.9	1.1

(list continues)
SMILES	SF-1 act	NADH coupling	5HT1a ag	Abs 340nm	MMP-13 inhibitor	RORA act	5HT1a antag	TNAP act DEA	Fluor 339 460
O/N=C/c1cccn1-c1ccc(O)cc1	42	3%	-2.0	1.1	-6	-13	-6	0.9	1.1
CC1CCCCN1C(=O)CSc1nc2ccccc2n1CC(=O)N1CCc2ccccc21 (configuration not stated)	7	6%	0.8	0.99	7	-16	-6	0.9	1.1
Cc1noc(C)c1S(=O)(=O)Nc1ccc(C(=O)N2CCc3ccccc3C2)cc1	0	7%	-2.3	1	-1	-15	-12	1	1.1
Cc1cc(Oc2ccccc2)nc2ccc(O)cc12	0	6%[fluoresces]	-3.3	1.1	-42	-11	16	0.9	2.1*
N#Cc1ccccc1NC(=O)CSc1nccn1CCc1ccccc1	40	2%	0.3	1	0	32	-5	0.9	1.1
C=CCSC1=C(C#N)C(c2cccc(OC)c2)CC(=O)N1 (configuration not stated)	-10	7%	-3.2	1	1	-3	1	·	1.1
Cc1cc(C)n2c(SCc3c(C)noc3C)nnc2n1	-16	2%	-2.5	1	-2	-16	6	·	1.1
COc1cccc(C(=O)OCC(=O)Nc2ccccc2N2CCOCC2)c1	-10	5%	-1.8	0.99	1	-9	-2	1	1.1
CCOC(=O)CC(=O)CSc1nnc2sc3ccccc3n12	-9	2%	0.1	1	-2	-13	·	0.9	1.1
COc1c(Cl)cc(Cl)cc1/C=N/n1cnnc1	-5	1%	-1.3	1	-6	-3	13	1	1.4
CN1CCN(/C=N/c2c(C#N)cnn2C)CC1	-4	2%	-0.5	1.1	5	1	-4	0.9	1.1

A draw from above in order of heavy-atom count, high to low:
SMILES	SF-1 act	NADH coupling	5HT1a ag	Abs 340nm	MMP-13 inhibitor	RORA act	5HT1a antag	TNAP act DEA	Fluor 339 460
CC1CCCCN1C(=O)CSc1nc2ccccc2n1CC(=O)N1CCc2ccccc21 (configuration not stated)	7	6%	0.8	0.99	7	-16	-6	0.9	1.1
Cc1noc(C)c1S(=O)(=O)Nc1ccc(C(=O)N2CCc3ccccc3C2)cc1	0	7%	-2.3	1	-1	-15	-12	1	1.1
CCOC(=O)CCCCC(=O)c1[nH]c(=O)[nH]c1CSc1nc2ccccc2[nH]1	-3	9%	-3.5	1	0	-11	4	1.3	1.2
COc1cccc(C(=O)OCC(=O)Nc2ccccc2N2CCOCC2)c1	-10	5%	-1.8	0.99	1	-9	-2	1	1.1
COc1ccc(S(=O)(=O)N2CCCC2C(=O)Nc2ccc(O)cc2)cc1 (configuration not stated)	-1	4%	-1.5	1	4	1	-6	0.8	1
CC(C)(C)NC(=O)CN(Cc1cccnc1)C(=O)c1csnn1	-15	8%	-2.2	1	0	-13	14	0.9	1.1
CCOC(=O)CC(=O)CSc1nnc2sc3ccccc3n12	-9	2%	0.1	1	-2	-13	·	0.9	1.1
C=CCSC1=C(C#N)C(c2cccc(OC)c2)CC(=O)N1 (configuration not stated)	-10	7%	-3.2	1	1	-3	1	·	1.1
Cc1cc(C)n2c(SCc3c(C)noc3C)nnc2n1	-16	2%	-2.5	1	-2	-16	6	·	1.1
Cc1cc(Oc2ccccc2)nc2ccc(O)cc12	0	6%[fluoresces]	-3.3	1.1	-42	-11	16	0.9	2.1*
COc1c(Cl)cc(Cl)cc1/C=N/n1cnnc1	-5	1%	-1.3	1	-6	-3	13	1	1.4
O/N=C/c1cccn1-c1ccc(O)cc1	42	3%	-2.0	1.1	-6	-13	-6	0.9	1.1
NC(=O)C1CCCNC1 (configuration not stated)	-6	4%	-2.1	0.98	-1	23	9	1	1

Screening results (PubChem BioAssay)
